PTAP TSG101 blk: blocks PTAP/TSG101 interaction to inhibit HIV-1 budding; Q99816; Fluorescence polarization, FITC-PTAP peptide / Tsg101 binding; Potency, µM (series often up to 115 µM), for the others: at the highest dose activity change, negative = inhibition, hits mostly inhibitors; 340,000 tested, under 10 active; active = well fitted inhibition curve with a large enough effect in the main read-out, with a control signal flat, not every such curve was filed as active; inconclusive = small, poorly fitted or top-dose-only effect, or effect the other way, or a change in a side signal; inactive = no such curve, though single readings can be large or run the other way; also: potency is read from the fitted curve at half-maximal effect; % of control where 0% means no effect
Target sequence (Q99816 whole entry, looked up): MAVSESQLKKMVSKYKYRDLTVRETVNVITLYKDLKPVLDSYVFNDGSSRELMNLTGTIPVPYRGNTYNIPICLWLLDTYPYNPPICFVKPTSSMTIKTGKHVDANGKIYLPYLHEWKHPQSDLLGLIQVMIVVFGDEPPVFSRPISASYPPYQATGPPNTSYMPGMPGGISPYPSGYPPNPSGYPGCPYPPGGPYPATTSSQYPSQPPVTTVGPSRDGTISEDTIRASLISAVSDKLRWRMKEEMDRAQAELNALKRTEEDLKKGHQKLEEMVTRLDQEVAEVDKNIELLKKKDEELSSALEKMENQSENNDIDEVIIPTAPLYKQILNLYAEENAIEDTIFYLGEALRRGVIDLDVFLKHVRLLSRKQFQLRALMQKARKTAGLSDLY
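Fluorescence polarization binding of Tsg101 binding domain (10 uM final) to FITC-labeled PTAP peptide (50 nM final) in HEPES pH 7.5 buffer with NaCl, Tween 20, EDTA, TCEP. Compounds added before peptide; binding 20 min at RT.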
MLL CXXC-DNA inh: MLL CXXC-DNA interaction inhibition; 0.037% of 290,000 active; Q03164; AID 2662; Potency, µM (doses to about 115 µM), for the others: top-dose activity change, negative = inhibition, actives largely listed as inhibitors; MLL-CXXC / FITC-HOXA9 DNA fluorescence polarization; active = well fitted inhibition curve with a large enough effect in the polarisation, with a control signal flat, not every such curve was filed as active; inconclusive = small, poorly fitted or top-dose-only effect, or effect the other way, or a change in a side signal; inactive = no such curve, though single readings can be large or run the other way; the % refers to the polarisation; also: potency is read from the fitted curve at half-maximal effect
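Purified MLL-CXXC (added from a 7 uM solution) was preincubated 5 min at ambient with pinned compounds in 50 mM Tris-HCl pH 7.5, 50 mM NaCl, 1 mM DTT, 0.05% BSA. Fluorescein-labeled HOX-A9 DNA (50 nM solution) followed, 30 min, then polarization read.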
BRCA1 expr up: BRCA1 expression activation; MCF7-BRCA1-FFLuc reporter, luminescence, 48 h; response scale: scaled: vehicle 0%, 10 µM genistein 100%; Potency, µM (series often up to 46.1 µM), for the others: top-dose activation, usual class: activators; 1.1% of 380,000 active; also: potency is read from the fitted curve at half-maximal effect; nearly all actives have a fitted effect of over 80% in size; some results filed as inactive show a strong effect at the top dose
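Compounds are tested at multiple concentrations on MCF7 BRCA1-luciferase reporter cells seeded at 2000 per well; after 48 h, a single luminescence end-point is taken and curves fitted to the normalized data.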
ELG1 repair inh: blocks ELG1-dependent DNA repair in HEK293T cells; HEK293T ELG1-luciferase reporter, luminescence, 16 h; DNA damage induced by 5-fluorouridine; Potency, µM (highest dose often 46.1 µM), for the others: at the top dose activity change, negative = inhibition, actives largely listed as inhibitors; 2.3% of 330,000 active; also: potency is read from the fitted curve at half-maximal effect; % is scaled to controls: 0 for no effect and ±100 for the full control effect; nearly all actives have a fitted effect of over 55% in size
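Step one: seed 2,000 cells per well. Step two: pin-transfer compound or DMSO alongside 5-fluorouridine. Step three: incubate 16 hr, 37 °C, 5% CO2. Step four: add ONE-Glo, wait 30 min, read luminescence.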
p53 reactivation: re-activators of mutant p53; H1299 p53-A138V BP100-luciferase reporter, luminescence, 24 h; Potency, µM (top dose mostly 92.2 µM), inactives show top-dose activity change, positive = activation, most hits filed as activators; 0.063% of 320,000 active; AID 504706; also: potency is read from the fitted curve at half-maximal effect; % of control where 0% means no effect; nearly all actives have a fitted effect of over 45% in size
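H1299 (p53-null), stable ts p53-A138V + BP100-Luc; 1000 cells/well, Opti-MEM/10% FBS; cpd 4 pt, 1:5; 24 h, 37 deg C, 5% CO2; detection reagent 10 min RT; luminescence.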
B2AR arrestin: recruits beta-arrestin to the human beta2-adrenergic receptor; AID 492947; beta-arrestin recruitment to beta2AR, cell-based reporter; 0.02% of 330,000 active; Potency, µM (series often up to 46.1 µM), for the others: at the highest dose activation, most hits filed as activators; P07550;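 also: potency is read from the fitted curve at half-maximal effect; 0% = DMSO controls and full agonism = EC100 isoproterenol or metaproterenol; nearly all actives have a fitted effect of over 65% in size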
Target sequence (P07550 whole entry, looked up): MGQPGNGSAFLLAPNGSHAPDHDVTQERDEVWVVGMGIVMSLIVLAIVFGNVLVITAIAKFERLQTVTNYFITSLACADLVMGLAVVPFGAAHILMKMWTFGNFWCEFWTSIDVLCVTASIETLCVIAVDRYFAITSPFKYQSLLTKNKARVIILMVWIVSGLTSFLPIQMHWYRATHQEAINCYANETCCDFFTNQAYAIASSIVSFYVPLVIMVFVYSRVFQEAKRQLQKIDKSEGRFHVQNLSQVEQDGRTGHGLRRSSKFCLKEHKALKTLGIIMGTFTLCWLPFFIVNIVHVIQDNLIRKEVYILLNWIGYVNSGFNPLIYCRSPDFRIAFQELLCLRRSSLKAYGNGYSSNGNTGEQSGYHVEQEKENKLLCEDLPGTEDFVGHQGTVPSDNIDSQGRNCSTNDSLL
TCR act: T cell receptor activation. 330,000 tested, under 10 active. Potency, µM (doses to about 9.22 µM), for the others: top-dose activation of IL-2 secretion, usual class: activators. primary human leukocytes, anti-CD3, IL-2 HTRF, 48 h; also: % of control where 0% means no effect
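Primary human leukocytes were stimulated with a-CD3 beads plus compounds for 48 hr without co-stimulation; secreted IL-2 was quantified by HTRF using a-IL-2-K (europium cryptate) and a-IL-2-d2, excited at 320nm with acceptor emission read at 665nm.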
Integrin act MD: integrin-mediated muscular dystrophy alleviation activation; alpha7betagal myoblasts, beta-gal FDG fluorescence, 48 h; Potency, µM (highest dose often 38.3 µM), for the others: at the highest dose activation, actives largely listed as activators; 0.064% of 350,000 active; AID 624291;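 also: potency is read from the fitted curve at half-maximal effect; 100% = response of the positive control SU9516; nearly all actives have a fitted effect of over 60% in size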
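Alpha7betagal+/- myoblasts (passage 13) were plated 16-24 hr, then exposed to compounds (1:260 dilution of DMSO stock) for 48 hours at 37C. After MPER lysis, β-galactosidase reporter activity was read as FDG fluorescence (ex 480/em 540) after 30 minutes.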
TRPV1 agonist: activates the human vanilloid receptor TRPV1; AID 540275; Q8NER1; activation, % at 8.33 µM; TRPV1-expressing cells, Fluo-8 calcium influx, agonist mode; 0.19% of 320,000 active; in the data active = activation above about 80%; inconclusive = between about 30% and that limit; also: 0% is about no effect
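Cells expressing TRPV1 were dye-loaded with Fluo-8 and read kinetically: 10 s baseline, 3 min after compound (agonist portion), then 2 min after EC20 capsaicin (allosteric enhancer portion). Calcium-bound dye fluorescence at 480/520 nm.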
AT treatment: candidate therapy for ataxia-telangiectasia; […] A-T fibroblasts, KAP-1 phosphorylation AlphaLISA; neocarzinostatin DNA damage 30 min before lysis; Potency, µM (top dose mostly 57.5 µM), without a hit: at the highest dose activation, usual class: activators; 0.19% of 320,000 active; also: potency is read from the fitted curve at half-maximal effect; % of control where 0% means no effect; nearly all actives have a fitted effect of over 45% in size
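ATM-like activity read as KAP-1 phosphorylation via AlphaLISA donor/acceptor antibody pairs after lysis and 6 hr at 25C. Cells were ATM-null patient fibroblasts ([…], hTERT), dosed 60 min, then exposed to the DSB inducer NCS for 30 min.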
Starred values were filed as active, the others as inactive; [ ] = dose if it differs, or a comment. Unless noted, calls follow the shape of the dose curve; as a rule, active = well fitted curve in the direction sought with a large enough effect; inconclusive = small, poorly fitted or top-dose-only effect, or another doubt; inactive = no such curve, though single readings can be large; an effect the other way counts as inactive or inconclusive.

O=P(CCCO)(Cc1ccccc1)Cc1ccccc1 was read as MLL CXXC-DNA inh -5%, BRCA1 expr up -8%, ELG1 repair inh 13%, p53 reactivation -3%, B2AR arrestin -1.6%, TCR act 0% and TRPV1 agonist -1.
For CCn1nc(NC(=O)COC)c2cc3cccc(C)c3nc21 the results were PTAP TSG101 blk -2%, MLL CXXC-DNA inh 16%, BRCA1 expr up 4%, ELG1 repair inh -18%, p53 reactivation -3%, B2AR arrestin 3.8%, TCR act -2%, Integrin act MD -5%, TRPV1 agonist inconclusive and AT treatment inconclusive.
`CCN(CC)c1ccc(C(=O)OCc2c(C)noc2C)cc1` gave PTAP TSG101 blk 0%, MLL CXXC-DNA inh 7%, BRCA1 expr up -9%, ELG1 repair inh -11%, p53 reactivation -7%, B2AR arrestin -0.3%, TCR act 2%, Integrin act MD -4%, TRPV1 agonist 8 and AT treatment 10%.
Screening CCNCc1nc2cc(OC)c(OC)cc2c(=O)[nH]1 returned PTAP TSG101 blk -6%, MLL CXXC-DNA inh 15%, BRCA1 expr up 0%, ELG1 repair inh -2%, p53 reactivation 12%, B2AR arrestin 0.1%, TCR act -6%, Integrin act MD 10%[7.66 µM], TRPV1 agonist -3 and AT treatment 6%.
For COC(=O)c1cccc(NC(=S)Nc2cccc(Cl)c2Cl)c1 the results were PTAP TSG101 blk -3%, MLL CXXC-DNA inh inconclusive, BRCA1 expr up 3%, ELG1 repair inh 0%, p53 reactivation 9%, B2AR arrestin -1.0%, TCR act 1%[46.1 µM], Integrin act MD -11%, TRPV1 agonist 2 and AT treatment 3%.
Screening COc1ccc(-c2nc(N)ncc2-c2ccc(Cl)cc2)c(O)c1 returned PTAP TSG101 blk -1%, MLL CXXC-DNA inh -3%, BRCA1 expr up 3%, ELG1 repair inh -25%, p53 reactivation -4%, B2AR arrestin -0.3%, TCR act 0%, Integrin act MD -10%, TRPV1 agonist 7 and AT treatment 0%.
`O=C(Nc1ccon1)c1sc2cc(Cl)ccc2c1Cl` gave PTAP TSG101 blk -3%, MLL CXXC-DNA inh 2%, BRCA1 expr up 1%, ELG1 repair inh -24%, p53 reactivation inconclusive, B2AR arrestin 0.8%, TCR act -2%, Integrin act MD -28%, TRPV1 agonist -1 and AT treatment 9%.
`NC(=O)C1CCN(C(=O)c2ccc3c(=O)n(Cc4ccco4)c(SCC(=O)c4ccccc4)nc3c2)CC1` gave PTAP TSG101 blk -4%, MLL CXXC-DNA inh 4%, BRCA1 expr up 13%, ELG1 repair inh -26%, p53 reactivation 0%, B2AR arrestin 0.1%, TCR act 3%, Integrin act MD 8%, TRPV1 agonist inconclusive and AT treatment 1%.
`CC(=O)CSc1ncnc2sc3c(c12)CCC3` gave PTAP TSG101 blk -3%, MLL CXXC-DNA inh 3%, BRCA1 expr up 1%, ELG1 repair inh 10%, p53 reactivation -2%, B2AR arrestin 0.1%, TCR act 6%, Integrin act MD 7%, TRPV1 agonist 0 and AT treatment -2%.
O=S(=O)(c1ccccc1)N1CCSC1c1ccco1 (centres undefined) was read as PTAP TSG101 blk 1%, MLL CXXC-DNA inh 3%, BRCA1 expr up 2%, ELG1 repair inh 16%, p53 reactivation 2%, B2AR arrestin 0.0%, TCR act -3%, Integrin act MD -10%, TRPV1 agonist 4 and AT treatment -4%.
Screening COc1ccc(-n2c3c(cc(C(=O)Nc4cccc(C)n4)c2=O)C(=O)CC(C)(C)C3)cc1 returned PTAP TSG101 blk 1%, MLL CXXC-DNA inh 5%, BRCA1 expr up 1%, ELG1 repair inh -11%, p53 reactivation -1%, B2AR arrestin 0.0%, TCR act 3%, Integrin act MD 26%, TRPV1 agonist -1 and AT treatment 5%.
`Cc1cc2nc(-c3ccc(SCC(=O)Nc4ccc5c(c4)OCCO5)nc3)[nH]c2cc1C` gave PTAP TSG101 blk 2%, MLL CXXC-DNA inh 98%[activator], BRCA1 expr up -17%, ELG1 repair inh inconclusive, p53 reactivation -7%, B2AR arrestin 3.5%, TCR act -4%, Integrin act MD -3%, TRPV1 agonist -2 and AT treatment -2%.
O=C(Nc1ccc(S(=O)(=O)N2CCCC2)cc1)c1ccccc1 was read as PTAP TSG101 blk -7%, BRCA1 expr up 10%, ELG1 repair inh -12%, p53 reactivation -11%, B2AR arrestin -2.2%, TCR act -9%, Integrin act MD 18%, TRPV1 agonist inconclusive and AT treatment 2%.
COc1ccc(CN2CCNC(=O)C2CC(=O)N2CCc3ccccc3C2)c(OC)c1 (centres undefined) was read as PTAP TSG101 blk -4%, MLL CXXC-DNA inh -1%, BRCA1 expr up 10%, ELG1 repair inh -1%, p53 reactivation 5%, B2AR arrestin -0.6%, TCR act -3%, Integrin act MD 6%, TRPV1 agonist 0 and AT treatment -1%.
For CCOc1cc2[nH]c(=S)n(CCc3ccc(OC)c(OC)c3)c(=O)c2cc1OCC the results were PTAP TSG101 blk -1%, MLL CXXC-DNA inh -12%, BRCA1 expr up -4%[1.84 µM], ELG1 repair inh -4%, p53 reactivation 0%, B2AR arrestin -0.4%, TCR act -6%, Integrin act MD 20% and TRPV1 agonist -3.
For COc1ccc(C(=O)CSc2nc3nc(C)cc(C)n3n2)cc1OC the results were PTAP TSG101 blk -7%, MLL CXXC-DNA inh -1%, BRCA1 expr up 1%, ELG1 repair inh 2%, p53 reactivation -2%, B2AR arrestin -0.1%, TCR act 2%, Integrin act MD -10%, TRPV1 agonist 1 and AT treatment -1%.
`NS(=O)(=O)c1cccc(NC(=O)CSc2nnnn2-c2ccccc2)c1` gave PTAP TSG101 blk -4%, MLL CXXC-DNA inh -12%, BRCA1 expr up 0%, ELG1 repair inh -5%, p53 reactivation 4%, B2AR arrestin 0.3%, TCR act 3%, Integrin act MD -15%, TRPV1 agonist 3 and AT treatment -7%.
`CCCCNC1=CC(=O)C(NCCCC)=CC1=O` gave PTAP TSG101 blk -6%, BRCA1 expr up -42%, TCR act 4% and Integrin act MD -36%.
`CCc1ccc(-c2cc(C(=O)N/N=C/c3c[nH]c4ccccc34)[nH]n2)cc1` gave PTAP TSG101 blk -5%, MLL CXXC-DNA inh 17%, BRCA1 expr up -35%, ELG1 repair inh inconclusive, p53 reactivation -4%, B2AR arrestin -0.1%, TCR act -1%, Integrin act MD 7%, TRPV1 agonist -4 and AT treatment -8%.
For O=C(CCN1C(=O)C2C3C=CC(C3)C2C1=O)N1CCN(c2ccccc2Cl)CC1 (centres undefined) the results were PTAP TSG101 blk -1%, MLL CXXC-DNA inh 2%, BRCA1 expr up -1%, ELG1 repair inh inconclusive, p53 reactivation -27%, B2AR arrestin 3.4%, TCR act -3%, Integrin act MD -9% and TRPV1 agonist -21.
COc1cc(C(=O)NC(=S)Nc2ccc([N+](=O)[O-])cc2C)cc(OC)c1OC was read as PTAP TSG101 blk -4%, MLL CXXC-DNA inh 11%, BRCA1 expr up -14%, ELG1 repair inh -24%, p53 reactivation -1%, B2AR arrestin -0.5%, TCR act -7%[46.1 µM], Integrin act MD 27%, TRPV1 agonist -1 and AT treatment 8%.
COc1ccc(C(CNC(=O)c2cccc(S(=O)(=O)N3CCCC(C)C3)c2)N(C)C)cc1 (centres undefined) was read as PTAP TSG101 blk 0%, BRCA1 expr up -14%, ELG1 repair inh 2%, p53 reactivation inconclusive, B2AR arrestin 7.9%, TCR act -1%, Integrin act MD -30%, TRPV1 agonist 0 and AT treatment 1%.
Screening Cc1[nH]c2ccccc2c1N=Nc1cccc(C(=O)O)c1 returned PTAP TSG101 blk -2%, MLL CXXC-DNA inh 6%, BRCA1 expr up 3.2µM*, ELG1 repair inh inconclusive, p53 reactivation inconclusive, B2AR arrestin -1.5%, TCR act -6%[46.1 µM], Integrin act MD -29%, TRPV1 agonist -3 and AT treatment -9%.
`CCOC(=O)N1CCN(C(=O)CCCn2c(=S)[nH]c3ccc(Br)cc3c2=O)CC1` gave PTAP TSG101 blk -10%, MLL CXXC-DNA inh 16%, BRCA1 expr up -27%, ELG1 repair inh 23µM*, p53 reactivation -2%, B2AR arrestin -0.1%, TCR act -2%, Integrin act MD -42%, TRPV1 agonist 3 and AT treatment -1%.
CCn1c(-c2c(Cl)c(C)nn2C)n[nH]c1=S was read as PTAP TSG101 blk -2%, MLL CXXC-DNA inh 7%, BRCA1 expr up 0%, ELG1 repair inh -16%, p53 reactivation -13%, B2AR arrestin -0.3%, TCR act -4%[46.1 µM], Integrin act MD 32%, TRPV1 agonist 0 and AT treatment 0%.
Cc1cc(NS(C)(=O)=O)c(=O)n(Cc2c(F)cccc2Cl)c1 was read as PTAP TSG101 blk -3%, MLL CXXC-DNA inh 7%, BRCA1 expr up -10%, ELG1 repair inh -5%, B2AR arrestin -0.9%, Integrin act MD 22%, TRPV1 agonist -3 and AT treatment -1%.
